# Screening data as filed in PubChem BioAssay.
# Chronic BCR inh = qHTS Assay to Find Inhibitors of Chronic Active B-Cell Receptor Signaling; ABC-DLBCL IkBa-CBG/CBR reporter, luminescence ratio, 4 h; Potency, µM (series often up to 46.1 µM), inactives show at the top dose ratio change, negative = lower green/red ratio, most hits filed as inhibitors; 340,000 tested, 0.05% active; AID 493014, 2011; active means well fitted inhibition curve with a large enough effect in the signal ratio, with a control signal flat, not every such curve was filed as active; inconclusive means small, poorly fitted or top-dose-only effect, or effect the other way, or a change in a side signal; the % refers to the signal ratio;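 further: potency means the concentration at half of the fitted maximal effect; plate controls were basal doxycycline-induced cells for no effect and cells given 10 µM MG132 for full effect; MG132 reads +100%, hits lower the ratio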
#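 Cell line TMD8 (human ABC DLBCL), stably expressing tet-inducible CBG68-IkBa fusion and CBR; IMDM/0.5% FBS; cpd up to 46 uM; dox induction, 4 h, 37C/5% CO2; dual luminescence; green/red ratio; MG132 control.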
# TCR act = Activators of T cell receptors: qHTS campaign; primary human leukocytes, anti-CD3, IL-2 HTRF, 48 h; Potency, µM (series often up to 9.22 µM), for inactives: at the highest dose activation of IL-2 secretion, actives largely listed as activators; 330,000 tested, under 10 active; AID 504894, 2011; further: % of control where 0% means no effect
#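 HTRF read-out of IL-2 secretion: europium cryptate donor excited at 320nm, d2 acceptor emission at 665nm. Cells were primary human leukocytes incubated 48 hr with compounds and a-CD3 beads, supplying TCR signal only.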
# FBPA coupling cs = qHTS Assay for Inhibitors of Fructose-1,6-bisphosphate Aldolase from Giardia Lamblia: Coupling assay counterscreen | coupling enzyme system counterscreen, AmpLite Red fluorescence | AID 2472, 2010 | 290,000 tested, 0.67% active | activity change, negative = inhibition, % at 58.2 µM, hits read low; in the data active means activity change below about -30%; further: on the % scale 0 is the no-effect control and ±100 the full control effect
#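 Compounds tested against the coupling enzymes alone at 57.5 uM final; readout was AmpLite Red fluorescence (525/598 nm) after 20 min at RT.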
# CXXC DNA block = qHTS Fluorescence Polarization Assay for Inhibitors of MLL CXXC domain - DNA interaction. Histone-lysine N-methyltransferase 2A (Homo sapiens), Q03164. MLL-CXXC / FITC-HOXA9 DNA fluorescence polarization. Potency, µM (titrated, usually from 115 µM), without a hit: top-dose activity change, negative = inhibition, usual class: inhibitors. 290,000 tested, 0.037% active; active means well fitted inhibition curve with a large enough effect in the polarisation, with a control signal flat, not every such curve was filed as active; inconclusive means small, poorly fitted or top-dose-only effect, or effect the other way, or a change in a side signal; inactive means no such curve, though single readings can be large or run the other way; the % refers to the polarisation; further: potency means the concentration at half of the fitted maximal effect
#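 Steps: dispense CXXC domain solution (7 uM) → pin compounds or unlabeled HOX-A9 DNA control → 5 min ambient → add FLSN-HOX-A9 solution (50 nM) → spin → 30 min ambient → fluorescence polarization. Tris pH 7.5/NaCl/DTT/BSA buffer.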
# Giardia kill = Small Molecules that selectively kill Giardia lamblia: qHTS; 340,000 tested, 0.15% active; Giardia lamblia trophozoite viability; activity change, % at 7.66 µM, hits read low; in the data active means activity change below about -80%; inconclusive means between about -30% and that limit;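 further: parasites exposed to compound for two days anaerobically before the ATP read; on the % scale 0 is the no-effect control and ±100 the full control effect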
#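 ATP-content bioluminescence gauges trophozoite survival. Cells (100/well) receive compound and incubate anaerobically for 48 hrs at 37 deg C; detection reagent follows for 15-30 min at room temperature.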
# Tb PFK inh = qHTS Assay to Find Inhibitors of T. brucei phosphofructokinase. Potency, µM (highest dose often 57.5 µM), inactives show at the highest dose activity, negative = inhibition, usual class: inhibitors. ATP-dependent 6-phosphofructokinase (Trypanosoma brucei brucei), O15648. AID 485367, 2010. T. brucei PFK, ADP-Glo luminescence. 330,000 tested, 0.17% active;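 further: potency means the concentration at half of the fitted maximal effect; 0% = uninhibited 1x PFK enzyme wells and -100% = no-enzyme wells; nearly all actives have a fitted effect of over 60% in size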
#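 Compounds were pin-transferred as a titration series up to 57 uM into substrate buffer (0.5 mM F6P, 0.1 mM ATP, pH 8.0), then 1.25 nM PFK was added and reactions ran 45 min before ADP-Glo detection.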
# TSHR antag = Antagonists of the Thyroid Stimulating Hormone Receptor: HTS campaign; AID 504810, 2011; 330,000 tested, 0.2% active; TSHR-expressing cells, TSH-stimulated cAMP HTRF, 2 h; active compounds read low; activity change, negative = inhibition, % at 11.5 µM; Thyrotropin receptor (Homo sapiens), P16473;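 active means activity change below a set negative limit, meaning inhibition stronger than a set level, cut at about -70% in these data; inconclusive means activity change between two set negative limits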; further: on the % scale 0 is the no-effect control and ±100 the full control effect
#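 TSHR-expressing cells, 200/well, pre-treated with compound, then stimulated with EC80 TSH (4nM final) for 2 hours at 37 deg C. cAMP measured by competitive HTRF: anti-cAMP cryptate antibody in lysis buffer plus cAMP-d2, read after 30 minutes at room temperature.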
# hERG WT inh = qHTS for Inhibitors of KCHN2 3.1: Wildtype qHTS; Voltage-gated inwardly rectifying potassium channel KCNH2 (Homo sapiens), Q12809; U2OS, BacMam KCNH2, thallium flux FluxOr; active compounds read low; activity change, % at 1.84 µM; 340,000 tested, 0.37% active; AID 720551, 2013;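 active means maximum activity change below -70%; inconclusive means maximum activity change between -70% and -50%; inactive means maximum activity change above -50%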; further: on the % scale 0 is the no-effect control and ±100 the full control effect
# Target sequence (Q12809 whole entry, looked up): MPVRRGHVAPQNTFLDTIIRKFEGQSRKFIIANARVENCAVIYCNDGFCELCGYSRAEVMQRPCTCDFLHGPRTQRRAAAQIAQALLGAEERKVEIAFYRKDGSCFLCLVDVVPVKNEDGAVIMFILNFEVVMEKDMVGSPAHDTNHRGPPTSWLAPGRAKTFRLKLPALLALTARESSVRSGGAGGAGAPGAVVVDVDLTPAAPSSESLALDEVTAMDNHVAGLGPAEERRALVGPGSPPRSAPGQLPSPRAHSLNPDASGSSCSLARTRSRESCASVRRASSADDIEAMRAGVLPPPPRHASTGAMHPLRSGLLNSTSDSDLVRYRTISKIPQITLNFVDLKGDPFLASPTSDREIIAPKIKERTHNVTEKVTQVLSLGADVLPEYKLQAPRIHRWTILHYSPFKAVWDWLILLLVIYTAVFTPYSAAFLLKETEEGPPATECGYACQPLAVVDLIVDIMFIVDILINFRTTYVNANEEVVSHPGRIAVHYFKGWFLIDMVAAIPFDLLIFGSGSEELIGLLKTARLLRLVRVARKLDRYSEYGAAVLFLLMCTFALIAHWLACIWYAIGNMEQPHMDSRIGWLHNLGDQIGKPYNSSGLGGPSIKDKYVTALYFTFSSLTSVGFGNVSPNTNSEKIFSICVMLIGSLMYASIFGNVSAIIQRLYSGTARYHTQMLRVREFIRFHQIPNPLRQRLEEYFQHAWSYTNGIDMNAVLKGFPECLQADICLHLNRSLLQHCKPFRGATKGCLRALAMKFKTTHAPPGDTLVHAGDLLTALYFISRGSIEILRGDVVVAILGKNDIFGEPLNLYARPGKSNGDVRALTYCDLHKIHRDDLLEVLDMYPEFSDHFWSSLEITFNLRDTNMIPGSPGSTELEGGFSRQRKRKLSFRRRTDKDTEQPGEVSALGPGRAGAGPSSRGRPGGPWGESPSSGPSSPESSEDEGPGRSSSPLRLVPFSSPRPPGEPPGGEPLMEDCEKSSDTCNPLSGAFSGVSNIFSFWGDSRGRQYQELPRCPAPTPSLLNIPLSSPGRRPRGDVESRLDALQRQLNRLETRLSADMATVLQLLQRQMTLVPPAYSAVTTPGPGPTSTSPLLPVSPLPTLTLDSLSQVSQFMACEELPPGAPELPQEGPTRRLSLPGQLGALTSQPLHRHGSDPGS
#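 U2OS cells transduced with wild-type KCNH2 virus are loaded with FluxOr dye for 45 min, and thallium flux is measured in kinetic reads before and after stimulation buffer. Rate constants are normalized to DMSO controls.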
# AT treatment = qHTS Assay for Identifying a Potential Treatment of Ataxia-Telangiectasia | […] A-T fibroblasts, KAP-1 phosphorylation AlphaLISA; neocarzinostatin DNA damage 30 min before lysis | Potency, µM (series often up to 57.5 µM), for inactives: at the highest dose activation, actives largely listed as activators | 320,000 tested, 0.19% active; further: potency means the concentration at half of the fitted maximal effect; % of control where 0% means no effect; nearly all actives have a fitted effect of over 45% in size
#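 hTERT-immortalized A-T patient fibroblasts ([…]), 500 cells/well in OPTI-MEM, 1% FBS, got compounds for 60 min, then NCS for 30 min at 37C. Lysates were then assayed for phospho-KAP-1 by AlphaLISA (anti-pKAP1 donor, anti-KAP1 acceptor beads), 6 hr at 25C.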
# GALK inh = qHTS Assay for Inhibitors of Human Galactokinase (GALK). 270,000 tested, 0.007% active. P51570. AID 1868, 2009. Purified GALK, Kinase-Glo residual ATP luminescence. Potency, µM (top dose mostly 57.5 µM), without a hit: at the top dose activity change, negative = inhibition, actives largely listed as inhibitors; further: potency means the concentration at half of the fitted maximal effect; on the % scale 0 is the no-effect control and ±100 the full control effect
#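 Quantitative HTS: GALK 5 nM, ATP 35 uM, galactose 100 uM, 1 h room temperature, then luciferase-based ATP detection.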
# * marks the source's active call; other numbers are inactive results; ? = inconclusive; . = not tested or not shown; [ ] = dose if it differs, or a comment. Unless noted, the call rests on the fitted dose curve; in most records, active means well fitted curve in the direction sought with a large enough effect; inconclusive means small, poorly fitted or top-dose-only effect, or another doubt; inactive means no such curve, though single readings can be large; an effect the other way counts as inactive or inconclusive. Hits appear at their usual frequency. Share with any hit: about 1.6%.
cpd	SMILES	Chronic BCR inh	TCR act	FBPA coupling cs	CXXC DNA block	Giardia kill	Tb PFK inh	TSHR antag	hERG WT inh	AT treatment	GALK inh
1	CCC(C)NC(=O)CN(c1cc(Cl)ccc1OC)S(C)(=O)=O (stereo not drawn)	0%	3%[46.1 µM]	1	9%	-6	0%	7	2	6%	.
2	COc1ccc(NC(=O)c2ccccc2NC(=O)C2CCCO2)cc1 (stereo not drawn)	?	4%	-10	-6%	-5	-2%	9	-20	-4%	-1%
3	O=C(Nc1ccccc1N1CCCCC1)c1ccco1	0%	2%	-2	2%	0	-2%	-7	-2	0%	-3%
4	COCC(C)NC(=O)c1cc(OC)cc(OC)c1 (stereo not drawn)	1%	-7%	-1	4%	3	0%	-2	1	2%	1%
5	C=CCC[C@H](Cc1ccc(F)cc1)C(=O)OC[C@@H](Cc1c[nH]c2ccccc12)NC(=O)[C@@H](CC=C)CC(=O)N[C@@H](CO)Cc1ccccc1	4%	-3%	.	.	25	4%	-17	3	-5%	.
6	CC(c1ccccc1)N1CC(C(=O)N2CCCC(C(N)=O)C2)CC1=O (stereo not drawn)	5%	3%	.	.	5	-5%	-3	11	16%	.
7	C[C@@H]1CN([C@@H](C)CO)C(=O)c2cccc(NC(=O)C3CCCCC3)c2O[C@@H]1CN(C)C(=O)NC1CCCCC1	?	5%	.	.	14	0%	10	.	6%	.
8	CN(C)S(=O)(=O)c1ccc(Cl)c(C(=O)Nc2cccc([N+](=O)[O-])c2)c1	0%	4%	-2	-3%	-7	-2%	-2	8	5%	0%
9	CCn1c(=O)c(C(=O)NCc2ccc(Cl)cc2)c(O)c2ccccc21	-1%	-2%	-5	1%	9	4%	-7	-5	0%	6%
10	CC(C)CC(=O)NC1(C(F)(F)F)C(=O)N(Cc2ccccc2)C2=C1C(=O)CC(C)(C)C2 (stereo not drawn)	1%	-1%	1	2%	3	-1%	4	-1	6%	1%
11	CCn1nnnc1SCC(=O)c1cc(OC)ccc1OC	-2%	-30%	-1	-4%	0	-1%	-1	-3	-2%	0%
12	O=C(c1ccc(CNS(=O)(=O)c2cccc(C(F)(F)F)c2)cc1)N1CCOCC1	-9%	3%	5	-10%	18	3%	10	12	.	-1%
13	C=CCn1c(SCC(=O)O)nc2sc(CC)cc2c1=O	-22%	3%	20	-4%	9	-1%	-13	-2	-3%	3%
14	O=C(Nc1ccc(NC(=O)c2ccccc2O)cc1)Nc1ccc(F)cc1F	9%	4%	6	-3%	11	1%	3	-2	-12%	5%
15	CCN(CCCNC(=O)CCn1c(=S)[nH]c2cc3c(cc2c1=O)OCO3)c1cccc(C)c1	0%	-1%	.	13%	2	-3%	-14	3	-3%	3%
16	Cc1[nH]c2ccccc2c1C(=O)CSc1ccccn1	1%	-2%	-8	-5%	9	5%	17	1	3%[11.5 µM]	0%
17	CC1CCCC(C)N1C(=O)COC(=O)c1cc(S(=O)(=O)N2CCOCC2)ccc1Cl (stereo not drawn)	11%	-9%	.	.	-26	3%	-1	-4	-4%	.
18	CCc1nnc(NC(=O)c2ccc(Br)c(S(=O)(=O)N3CCOCC3)c2)s1	7%	-23%	0	11%	8	-1%	-2	16	2%	-1%
19	NS(=O)(=O)c1ccc(CCNC(=O)C(=O)NCC2OCCN2S(=O)(=O)c2ccc(F)cc2)cc1 (stereo not drawn)	6%	-2%	0	-8%	7	-3%	14	-4	-10%	0%
20	CC1CCCCN1C(=O)CSc1nnc(-c2ccc(Cl)s2)o1 (stereo not drawn)	7%	-1%	4	2%	-7	5%	-9	0	1%	-1%
21	O=C(c1ccc([N+](=O)[O-])cc1[N+](=O)[O-])N1CCCC1	-1%	-66%	0	10%	-27	15%	-2	1	1%	-2%
22	CCCc1cc(=O)[nH]c(SCC(=O)Nc2cc3c(cc2C(C)=O)OCO3)n1	-1%	-36%	4	4%	-4	1%	-9	-3	-4%	-2%
23	Cc1ccc(C)c(NC(=O)c2ccccc2O)c1	?	9%	-2	6%	-29	4%	-6	6	9%	6%
24	O=C(C1CCN(S(=O)(=O)N2CCOCC2)CC1)N1CCN(c2ccccc2)CC1	-2%	6%	.	3%	13	1%	-2	2	0%	1%
25	CN(C)C(/C=C/Nc1ccc(O)cc1)=C(C#N)C#N	1%	-17%	-11	-3%	4	-1%	0	0	1%	-1%
26	Cc1ccc(NCc2nnc(SCC(=O)c3ccccc3)o2)c(C)c1	4%	.	0	-4%	-11	3%	13	-2	6%	3%
27	CCCCNC(=O)c1ccc2c(c1)ncn2C1CCCCC1	-1%	5%	0	0%	13	1%	-3	-38	5%	0%
28	CN1CCc2c(OCC(=O)N3N=C(c4cccs4)CC3c3ccc(F)cc3)cccc2C1=O (stereo not drawn)	?	1%[46.1 µM]	1	8%	14	-4%	-7	-2	2%	-1%
29	Clc1ccc(Cc2nc(-c3ccncc3)no2)cc1	?	8%	-2	-18%	22	-19%	-4	8	-7%[11.5 µM]	3%
30	O=C1C(=O)N(C/C=C/c2ccccc2)c2ccccc21	?	1%	-2	-6%	1	-11%	5	-18	-7%	5%
31	CCCCCCn1cc(C(=O)O)c(=O)c2cc(F)c(N3CCN(C(=O)OCC)CC3)cc21	6%	-1%	0	-5%	8	10%	6	-3	-4%	1%
32	CC(=O)C1=C(O)C(=O)N(c2ccc(S(N)(=O)=O)cc2)C1c1ccccc1F (stereo not drawn)	1%	5%	3	9%	-14	1%	6	-2	-1%	7%
33	CCC(C(=O)OC(C)C)c1ccc2ccccc2c1 (stereo not drawn)	?	0%	.	.	-11	-6%	-4	.	15%	.
34	CCOC(=O)C1(CCOc2ccccc2)CCN(Cc2cc(OC)c(O)c(OC)c2)CC1	-6%	-6%	-23	2%	4	-3%	-10	-22	.	-3%
35	CCn1c(Cc2ccccc2)nnc1SCC(=O)Nc1nccs1	?	.	2	16%	-12	2%	16	14	-4%	0%
36	C#Cc1ccc([C@@H]2C=C(C(=O)N3CCN(Cc4ccc5c(c4)OCO5)CC3)O[C@H](OCC)[C@H]2CCCO)cc1	-2%	-6%	1	-22%	15	3%	-19	-8	-9%	-1%
37	COc1cc(OC)c(CN2CCC(Cc3ccccc3)CC2)cc1Br	1%	.	0	7%	14	0%	14	0	0%	3%
38	CC1=C(C(=O)OC(C)C)C(c2ccc(Cl)cc2)n2c(s/c(=C\c3ccc(OCC(=O)O)cc3)c2=O)=N1 (stereo not drawn)	12%	.	-1	12%	-22	-13%	-17	-12	-12%	2%
39	O=C(CO/N=C/c1ccc(OC(F)F)cc1)NCc1ccco1	-1%	1%	1	7%	-13	-3%	4	-4	-4%	6%
40	Cc1cnc(NC(=O)CC2OC(=O)c3ccccc32)s1 (stereo not drawn)	6%	3%	.	.	11	4%	-4	1	1%	.
41	COc1ccc2[nH]c3nc(SCc4nnc(-c5ccccc5)o4)nnc3c2c1	0%	-1%	1	-6%	4	0%	-1	21	2%	-1%
42	O=C(COc1ccc(Cl)cc1Br)NC1CC1	?	-1%	.	.	-20	-10%	-11	3	2%	.
43	Cc1ccc2nc(C3CCN(S(=O)(=O)c4ccc5ccccc5c4)CC3)[nH]c2c1	.	8%	-3	4%	1	.	.	8	.	-1%
44	CC(C)Oc1ccc(C(=O)NC(=S)Nc2ccc(Cl)c(C(=O)O)c2)cc1	9%	8%	4	-8%	8	1%	-12	-3	3%	-1%
45	Nc1ncnc(Nc2ccc(F)c(Cl)c2)n1	1%	-1%	-2	1%	?	0%	-2	-3	-2%	0%
46	CCOC(=O)CSC1=C(C#N)C(c2ccccc2F)C(C(C)=O)=C(C)N1 (stereo not drawn)	0%	4%	1	-1%	5	-3%	-2	-3	-2%	7%
47	O=C1c2cccc3c([N+](=O)[O-])c(O)cc(c23)C(=O)N1Nc1ccccc1	?	1%	5	3%	-23	-1%	-3	0	2%	-1%
48	Cc1ccc(NC(=S)NNC(=O)c2nn(C)cc2Cl)cc1	?	1%	2	25%	12	-5%	0	10	1%	.
49	O=C(Nc1ccc2c(c1)CCC2)Nc1ccc2c(c1)OCO2	-1%	-10%	2	-6%	6	-5%	6	-8	-1%	-1%
50	CN1CCC(=NNC(=O)CSc2ccc(Cl)cc2)CC1	9%	2%	2	-8%	5	-20%	10	-3	-1%	3%
51	O=C(Nc1nc2nccc(-c3ccccc3)n2n1)c1ccc(F)cc1	0%	6%[46.1 µM]	2	9%	10	-5%	0	3	5%	2%
